APOBEC3G inh: APOBEC3G DNA deaminase inhibitors, primary screen, biochemical, fluorescence, single-stranded DNA substrate, uHTS; inhibition, % at 20 µM; hit rate 0.28% among 330,000; recombinant A3G, ssDNA deamination FAM/TAMRA fluorescence;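 active = inhibition of at least 40% at 20 µM, with no more than 30% in the related APOBEC3A deaminase screen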;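 note: plate controls were DMSO wells with A3G for no effect and wells lacking A3G enzyme for full effect; some compounds called inactive have numbers as strong as hits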
CXCR6 block: CXCR6 receptor inhibitors, primary screen, cell-based, beta-arrestin, luminescence, CHO-K1 PathHunter, 1536-well. C-X-C chemokine receptor type 6 (Homo sapiens), O00574. AID 602244, 2012. inhibition, % at 20 µM. hit rate 0.36% among 360,000; in the data active = inhibition above about 34%, passing the limit was not always enough;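 note: antagonist mode with CXCL16 agonist at 10 nM final; 0% = 10 nM CXCL16 with DMSO and 100% = unstimulated wells without agonist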
CCR6 antagonist: CCR6 receptor antagonists, primary screen, cell-based, CHO-K1, luminescence, beta-arrestin, uHTS. C-C chemokine receptor type 6 (Homo sapiens), P51684. CHO-K1 CCR6 PathHunter beta-arrestin, CCL20-stimulated. inhibition, % at 20 µM. hit rate 0.49% among 340,000. AID 493098, 2011;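 active = compounds whose inhibition of the agonist-driven luminescence signal at 20 µM reaches about 50%, limit read from the data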;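 note: cells stimulated with CCL20 at 14 nM final; plate controls were DMSO with CCL20 for no effect and DMSO without agonist for full effect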
Target sequence (P51684 whole entry, looked up): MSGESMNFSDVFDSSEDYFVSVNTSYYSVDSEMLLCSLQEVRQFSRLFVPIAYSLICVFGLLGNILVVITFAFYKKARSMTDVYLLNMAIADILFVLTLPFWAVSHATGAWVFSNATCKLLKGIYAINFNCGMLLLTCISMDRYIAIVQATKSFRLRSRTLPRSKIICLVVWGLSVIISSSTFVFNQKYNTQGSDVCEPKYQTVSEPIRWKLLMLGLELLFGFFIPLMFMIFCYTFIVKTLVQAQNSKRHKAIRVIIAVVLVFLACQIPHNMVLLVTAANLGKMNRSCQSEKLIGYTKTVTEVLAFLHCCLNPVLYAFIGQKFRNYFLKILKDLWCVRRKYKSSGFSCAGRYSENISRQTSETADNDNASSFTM
A3A deaminase: APOBEC3A ssDNA deaminase inhibitors, primary screen, selectivity assay for APOBEC3G inhibitor project, biochemical, FAM/TAMRA oligo cleavage fluorescence. recombinant A3A, FAM/TAMRA ssDNA deamination fluorescence. DNA dC->dU-editing enzyme APOBEC-3A (Homo sapiens), P31941. hit rate 0.41% among 330,000. AID 493011, 2011. inhibition, % at 20 µM;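 active = at least 40% inhibition at 20 µM here, with at most 30% in a related deaminase screen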;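 note: plate controls were A3A with DMSO for no effect and wells lacking A3A enzyme for full effect; some results filed as inactive read as strong as hits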
Target sequence (P31941 whole entry, looked up): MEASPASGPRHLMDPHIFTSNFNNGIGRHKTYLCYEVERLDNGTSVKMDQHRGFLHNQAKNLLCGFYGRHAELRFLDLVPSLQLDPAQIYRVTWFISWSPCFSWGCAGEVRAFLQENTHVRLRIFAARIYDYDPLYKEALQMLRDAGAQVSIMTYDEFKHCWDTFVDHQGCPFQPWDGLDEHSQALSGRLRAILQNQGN
MPTP block: mitochondrial permeability transition pore inhibitors, primary screen, biochemical, isolated mouse mitochondria, absorbance; AID 602449, 2012; Ca2+ swelling absorbance, 30 min; inhibition, % at 10 µM; hit rate 1.4% among 360,000;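 active = inhibition of 50% or more, scaled per plate between neutral and stimulator controls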;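 note: 0% = DMSO wells given calcium and 100% = 1 mM EGTA wells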
NR3A LBD binder: binders of NR3A ligand-binding domain, primary screen, biophysical, differential scanning fluorimetry, uHTS. Glutamate receptor ionotropic, NMDA 3A (GRIN3A) ligand-binding domain. NR3A LBD differential scanning fluorimetry, Tm shift; 0% = protein alone, 100% = glycine-bound protein. Tm shift relative to glycine control, % at 25 µM. hit rate 2.5% among 340,000;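 active = melting temperature shift of at least 10% of the positive control shift, at one fixed dose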
EBI2 antag: EBI2 receptor antagonists, beta-arrestin recruitment, primary screen, cell-based, luminescence, 7a,25-OHC stimulation, uHTS. 7a,25-OHC stimulated. inhibition, % at 5 µM. hit rate 0.81% among 360,000. AID 651636, 2012; in the data active = inhibition above about 38%;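 note: enzyme fragment complementation signal reports receptor beta-arrestin coupling in cells; 0% = agonist plus DMSO wells and 100% = wells without agonist; some results beyond the cut were filed as inactive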
Target sequence (P32249 whole entry, looked up, the tested form may be a part): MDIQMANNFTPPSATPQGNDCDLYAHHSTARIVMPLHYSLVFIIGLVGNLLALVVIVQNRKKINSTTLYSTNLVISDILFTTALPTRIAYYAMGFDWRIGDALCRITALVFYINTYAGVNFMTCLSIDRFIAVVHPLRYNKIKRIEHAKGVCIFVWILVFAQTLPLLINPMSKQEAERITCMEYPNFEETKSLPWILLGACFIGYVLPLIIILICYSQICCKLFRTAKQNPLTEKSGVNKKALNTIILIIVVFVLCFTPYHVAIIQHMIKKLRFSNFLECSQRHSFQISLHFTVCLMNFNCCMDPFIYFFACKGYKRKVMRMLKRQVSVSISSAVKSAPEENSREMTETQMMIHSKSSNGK
Gli-Sufu antag: Gli-Sufu pathway antagonists, primary screen, luciferase luminescence, Sufu-KO-LIGHT cells, uHTS | inhibition, % at 5 µM | AID 588413, 2011 | Sufu-KO-LIGHT fibroblasts, Gli luciferase reporter luminescence | hit rate 0.74% among 340,000;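 active = inhibition above about 55%, limit read from the data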;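 note: 0% = DMSO-treated cells and 100% = wells with medium but no cells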
* hit, by the source's call; / = no result given.

#	compound	APOBEC3G inh	CXCR6 block	CCR6 antagonist	A3A deaminase
1	Cc1cccc(OCCC(=O)Nc2nnc(C)s2)c1	-14	-12	6	2
2	CCOC(=O)c1ccc(NC(=O)C2(c3ccccc3)CCCC2)cc1	-5	2	10	-3
3	COc1ccc(-n2cnnc2SC(C)C(=O)Nc2cccc([N+](=O)[O-])c2)cc1 (centres undefined)	-6	0	14	-2
4	Cc1ccc(C(=O)C(C)OC(=O)CCS(=O)(=O)c2ccc(C)cc2)cc1 (centres undefined)	-2	-4	12	-2
5	O=C(NCCC1=CCCCC1)NC1CCCCC1	-1	13	-10	2
6	COc1cccc(C(=O)Nc2c(F)cccc2F)c1	2	5	10	-1
7	COc1ccc(-c2csc(Cc3nc(O)cs3)n2)cc1	-5	67*	68*	-6
8	OCCC1CN(Cc2cccn2-c2cccnc2)CCN1Cc1ccccc1 (centres undefined)	-8	-2	-6	-3
9	CC(=O)Nc1cccc(NC(=O)C2CC(=O)N(c3ccc(C)cc3)C2)c1 (centres undefined)	-5	-1	-2	-1
10	O=C(c1cccc(S(=O)(=O)Nc2ccc(Br)cc2)c1)N1CCC1	0	-6	11	2
11	O=C1C[C@@H]2c3c(cccc3CN1Cc1ccc(F)cc1)C[C@@H](O)[C@H]2O	-3	0	5	3
12	Cc1ccc(CNC(=O)CN(CCc2ccccc2)S(C)(=O)=O)cc1	-5	8	11	2

#	MPTP block	NR3A LBD binder	EBI2 antag	Gli-Sufu antag
1	1.6	0	1	4
2	11	-4	20	5
3	1.3	-1	-11	-10
4	0.8	1	1	0
5	1.5	-1	3	-6
6	2.1	-2	-3	-14
7	2.1	0	13	-105
8	-2.0	0	-2	16
9	0.7	0	0	4
10	-1.0	-16	-5	-3
11	-0.3	1	-3	-6
12	-2.0	-2	6	-1

(continued)
#	compound	APOBEC3G inh	CXCR6 block	CCR6 antagonist	A3A deaminase
13	COc1ccccc1N1CC(C(=O)Nc2ccc(N3CCOCC3)cc2)CC1=O (centres undefined)	-7	3	10	-3
14	Cc1noc(C)c1NC(=O)N(C)C[C@H]1Oc2c(NC(=O)C3CCCCC3)cccc2C(=O)N([C@H](C)CO)C[C@@H]1C	-7	-7	7	-2
15	COC(=O)C1=C(C)NC(=S)N(C(C)=O)C1c1ccc(OC)c(OC)c1 (centres undefined)	-9	11	-18	-4
16	Cc1ccc(O)c(CNc2cnc3ccccc3c2)c1	-7	-8	0	-9
17	COc1cc(OC)cc(N(C(=O)CNC(=O)c2cccs2)C(C(=O)NCC2CCCO2)c2ccccc2)c1 (centres undefined)	-7	-1	8	-2
18	O=C(CCC(=O)OCc1ccc(C(=O)Oc2ccc(Cl)cc2)cc1)Nc1ccccc1	-2	0	9	-3
19	C/C(=N\NC(=O)c1cccc(S(=O)(=O)N2CCCC2)c1)c1ccco1	-14	-8	4	-4
20	CN1CCN(CCNC(=O)c2cc3c(=O)n(C)c4ccccc4c3n2C)CC1	-5	-7	5	0
21	CCCCOc1ccc(NC(=O)CN2CCN(C(=O)OCC)CC2)cc1	-3	-9	10	-3
22	COc1ccc(NC(C)=O)cc1S(=O)(=O)NC1CCSc2ccccc21 (centres undefined)	-10	0	7	0
23	CCN1/C(=C2\OC(=S)N(C)C2=O)C=Cc2ccccc21	-9	7	16	-2
24	Cc1cc(=O)oc2c1c(C(F)(F)F)nn2-c1ccccc1	-13	1	-13	-2

#	MPTP block	NR3A LBD binder	EBI2 antag	Gli-Sufu antag
13	0.8	0	-13	-7
14	-0.4	0	-6	1
15	3.7	0	1	-5
16	1.9	-7	13	/
17	0.6	0	7	-1
18	0.4	3	-10	1
19	-1.2	1	-6	-2
20	-1.0	-1	-4	1
21	0.3	-1	-10	-6
22	0.6	-2	-1	-12
23	1.8	2	-1	-15
24	1.4	0	-10	-1

Some of these compounds in order of SMILES length, lowest first:
#	compound	APOBEC3G inh	CXCR6 block	CCR6 antagonist	A3A deaminase
24	Cc1cc(=O)oc2c1c(C(F)(F)F)nn2-c1ccccc1	-13	1	-13	-2
20	CN1CCN(CCNC(=O)c2cc3c(=O)n(C)c4ccccc4c3n2C)CC1	-5	-7	5	0
19	C/C(=N\NC(=O)c1cccc(S(=O)(=O)N2CCCC2)c1)c1ccco1	-14	-8	4	-4
4	Cc1ccc(C(=O)C(C)OC(=O)CCS(=O)(=O)c2ccc(C)cc2)cc1 (centres undefined)	-2	-4	12	-2
17	COc1cc(OC)cc(N(C(=O)CNC(=O)c2cccs2)C(C(=O)NCC2CCCO2)c2ccccc2)c1 (centres undefined)	-7	-1	8	-2

#	MPTP block	NR3A LBD binder	EBI2 antag	Gli-Sufu antag
24	1.4	0	-10	-1
20	-1.0	-1	-4	1
19	-1.2	1	-6	-2
4	0.8	1	1	0
17	0.6	0	7	-1

(continued)
#	compound	APOBEC3G inh	CXCR6 block	CCR6 antagonist	A3A deaminase
25	CC(=O)Nc1ccc(S(=O)(=O)NCCc2cc3ccc(C)c(C)c3[nH]c2=O)cc1	-9	0	11	-3
26	Cc1cc(C)nc(N(C#N)Cc2cccc(Cl)c2)n1	-29	-4	5	-3
27	CCc1ccccc1NC(=O)CSc1nnc([C@@H]2CCCN2C(=O)OC(C)(C)C)o1	4	4	8	4
28	Cn1cc(CNC(=O)C2CCC(=O)N(Cc3cccc(C(F)(F)F)c3)C2)cn1 (centres undefined)	-1	4	-4	-2
29	Cc1ccc(S(=O)(=O)CCSc2nc(C)cc(C(F)(F)F)c2C#N)cc1	-7	7	4	-21
30	O=C(c1ccc(Cl)cc1[N+](=O)[O-])N1CCOCC1	-11	-10	6	-3
31	N#Cc1ccsc1NC(=O)COC(=O)CCS(=O)(=O)c1ccccc1	26	-4	13	9
32	CCN1C(=O)C(CC(=O)Nc2ccc(OC)cc2)N(CCN2CCOCC2)C1=S (centres undefined)	0	-2	-3	-1
33	Cc1c(Br)c([N+](=O)[O-])nn1CC(=O)c1ccccc1	-9	-6	0	-3
34	CC(=O)N1c2ccc(S(=O)(=O)N3CCCC3)cc2CC1C(=O)NC(C)C (centres undefined)	-6	-4	14	0
35	COc1ccccc1CN1C[C@@H]2C[C@@H](c3[nH]c4ccc(C)cc4c3C)N3CCC[C@@]23C1=O	-8	9	15	-5
36	COC(CNC(=O)[C@H](CSCc1ccccc1)N1Cc2ccccc2C1=O)OC	-5	-1	12	0

#	MPTP block	NR3A LBD binder	EBI2 antag	Gli-Sufu antag
25	-1.2	4	-7	-6
26	-1.6	-1	-8	0
27	4.2	1	-1	-6
28	0.4	1	0	-10
29	-1.5	1	-19	-7
30	-0.8	0	-7	-3
31	0.1	1	-3	-3
32	0.2	1	-4	2
33	-0.2	-2	1	4
34	-1.5	2	14	4
35	-1.9	-4	-1	24
36	1.4	0	1	/

An excerpt of these results, as labelled records.
35. COc1ccccc1CN1C[C@@H]2C[C@@H](c3[nH]c4ccc(C)cc4c3C)N3CCC[C@@]23C1=O
  APOBEC3G inh: -8
  CXCR6 block: 9
  CCR6 antagonist: 15
  A3A deaminase: -5
  MPTP block: -1.9
  NR3A LBD binder: -4
  EBI2 antag: -1
  Gli-Sufu antag: 24
36. COC(CNC(=O)[C@H](CSCc1ccccc1)N1Cc2ccccc2C1=O)OC
  APOBEC3G inh: -5
  CXCR6 block: -1
  CCR6 antagonist: 12
  A3A deaminase: 0
  MPTP block: 1.4
  NR3A LBD binder: 0
  EBI2 antag: 1
  Gli-Sufu antag: /

More entries.
#	compound	APOBEC3G inh	CXCR6 block	CCR6 antagonist	A3A deaminase
37	O=C(COC(=O)CCc1nc2ccccc2c(=O)[nH]1)NC(c1ccccc1)c1ccccc1	3	4	8	9
38	COc1ccc2c(CC(=O)OCc3nc4ccsc4c(=O)[nH]3)coc2c1	-5	1	15	3
39	O=C(O)c1ccc(/C=C2\CCCc3c2nc2ccccc2c3C(=O)O)cc1	-5	-16	13	1
40	Nc1ncnc2c1ncn2C1CCCC(CO)O1 (centres undefined)	/	7	8	/
41	Cn1c(=O)c2c(nc(NCCNC(=O)c3ccco3)n2Cc2ccc(Cl)cc2Cl)n(C)c1=O	-4	12	0	-8
42	Cc1ccc(-n2nc3ccc(NC(=O)/C=C/c4ccco4)cc3n2)cc1	10	-5	5	25
43	O=C(N/N=C/c1cccc(Oc2ccccc2)c1)c1ccccc1F	-2	-6	/	-1
44	Nc1cc2nc[nH]c2cc1N	23	-9	-2	7
45	CCOC(=O)c1sc2c(c1C)c(=O)c(C(=O)OCC)cn2CC	-4	-4	-11	-1
46	O=C(CCC1CCCN(C(=O)c2cccnc2)C1)NCc1ccccc1F (centres undefined)	1	6	9	3
47	Cc1cc(C)n2ncc(C(=O)NCc3ccccc3)c2n1	-2	-9	10	-2
48	CCOC(=O)c1csc(NC(=O)CC2CCCC2)n1	-6	-2	2	-7

#	MPTP block	NR3A LBD binder	EBI2 antag	Gli-Sufu antag
37	-1.0	2	-2	-1
38	0.6	2	-10	3
39	-4.7	-1	-8	13
40	0.3	1	0	10
41	-0.3	1	6	-8
42	5.0	24*	15	-7
43	1.3	/	18	/
44	0.6	1	-9	63*
45	1.2	0	-3	-1
46	1.0	-1	-4	-6
47	-0.9	2	0	-3
48	2.5	0	-10	19

The list goes on.
#	compound	APOBEC3G inh	CXCR6 block	CCR6 antagonist	A3A deaminase
49	CCC(Oc1ccc2c(c1)C(=O)CC(C)(C)O2)C(=O)NCCN1CCCCCC1 (centres undefined)	-6	8	14	-4
50	CC[C@H](C)C(C(=O)N1CCN(C(=O)OC(C)(C)C)CC1)n1cc(C(Cc2ccc(O)cc2)NC(=O)OC(C)(C)C)nn1 (some centres undefined)	-6	0	7	0
51	Cn1cc(CN2CCN(c3ccc(Cl)cn3)CC2)c(-c2ccccc2F)n1	-4	-4	-7	-2
52	Cc1ccccc1-n1c(SCC(=O)Nc2ccccc2)nc2nc3c(cc2c1=O)CCCC3	-4	-8	10	-2
53	CCc1ccccc1NC(=O)c1cccs1	-2	0	-5	-2
54	CCCCNCc1cc(Cl)c(OCCC)c(OCC)c1	-3	-11	-5	2
55	CCCCN1C(=O)c2ccc(C(=O)Nc3cccnc3)cc2C1=O	-3	-1	10	-2

#	MPTP block	NR3A LBD binder	EBI2 antag	Gli-Sufu antag
49	0.0	-1	-5	13
50	0.9	0	2	4
51	2.7	0	-3	8
52	-1.4	6	24	19
53	0.1	-2	-3	-1
54	3.3	0	-8	9
55	-1.2	-14	8	-8

Screening results as filed in PubChem BioAssay.

Compounds were not picked by outcome (roughly 5.8% active in at least one column).
